# Screening data: PubChem, several laboratories
# LYP phosphatase – inhibitors of LYP phosphatase, biochemical, fluorescence intensity, uHTS (AID 1779); recombinant LYP phosphatase, fluorescence intensity; higher % means a stronger effect; inhibition, % at 11.5 µM, or IC50 in µM where a hit was titrated; 290,000 compounds, 0.054% hits; in the data active means inhibition above about 50%;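 further: plate controls were vehicle with enzyme for no effect and no enzyme for full effect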
# GPR35 arrestin U2OS – inhibition of zaprinast-stimulated GPR35 beta-arrestin translocation – imaging, U2OS, beta-arrestin-GFP, zaprinast agonist, primary screen (AID 2058) | U2OS GPR35 beta-arrestin-GFP translocation imaging, zaprinast antagonism; higher % means a stronger effect | inhibition, % at 10 µM; hits with a dose series show IC50 in µM | 290,000 compounds, 0.052% hits;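 active means inhibition of at least 50% with at least 30 cells and total cytoplasm GFP at most 10,000,000; inconclusive means under 30 cells or total GFP of 10,000,000 plus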
# HIV peptide binding – cell-free HIV fusion peptide-binding blockers – biochemical, uHTS, fluorescence dequenching, primary screen (AID 1986); inhibition, % at 20 µM, or IC50 in µM where a hit was titrated; 290,000 compounds, 0.3% hits; cell-free peptide binding, fluorescence dequenching, 30 min; higher % means a stronger effect; in the data active means inhibition mostly above about 52%, no sharp cut-off; inactive means mostly below about 76%; further: some results filed as inactive read as strong as hits
# NTR1 agonist – NTR1-driven beta-arrestin-GFP spot formation – imaging, U2OS cells, high content, primary screen (AID 493036). P30989. agonist mode. activation, % at 20 µM. 330,000 compounds, 0.17% hits;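 active means activation at or above 40% of the spot to cytoplasm intensity ratio, with at least 20 cells analyzed; inconclusive means wells under 20 cells, flagged as cytotoxic or low count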;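 further: 0% = DMSO without peptide and 100% = 100 nM NTR1 peptide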
# Target sequence (P30989 whole entry, looked up): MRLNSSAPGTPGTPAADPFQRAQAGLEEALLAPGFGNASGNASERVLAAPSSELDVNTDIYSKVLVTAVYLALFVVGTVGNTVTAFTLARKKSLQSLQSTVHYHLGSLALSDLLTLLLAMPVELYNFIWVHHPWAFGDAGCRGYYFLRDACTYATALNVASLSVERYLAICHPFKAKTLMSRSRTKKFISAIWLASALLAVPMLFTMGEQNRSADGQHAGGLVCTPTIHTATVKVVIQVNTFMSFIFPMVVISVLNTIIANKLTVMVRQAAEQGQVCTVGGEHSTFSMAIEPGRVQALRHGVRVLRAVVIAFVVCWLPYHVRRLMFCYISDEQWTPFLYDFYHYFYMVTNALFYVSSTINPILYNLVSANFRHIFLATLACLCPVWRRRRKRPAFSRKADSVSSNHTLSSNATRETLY
# SIAH1 antagonists – Siah-1 peptide-binding antagonists, primary screen, biochemical, fluorescence polarization, rhodamine-plectin, uHTS (AID 1817); displacement, % at 20 µM, or IC50 in µM where a hit was titrated; 290,000 compounds, 0.02% hits; Siah-1 / rhodamine-plectin peptide fluorescence polarization; higher % means a stronger effect;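 active means displacement of at least 50% at 20 µM, with a fluorescence ratio check between 0.3 and a set limit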;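 further: plate controls were Siah plus tracer with DMSO for no effect and tracer alone without Siah for full effect; strong numbers were not always called active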
# GPR55 antagonists – inhibition of LPI-stimulated GPR55 beta-arrestin translocation – imaging, U2OS, beta-arrestin-GFP, LPI agonist, primary screen (AID 2013). U2OS GPR55 beta-arrestin-GFP translocation imaging, LPI antagonism; higher % means a stronger effect. inhibition, % at 10 µM, or IC50 in µM where a hit was titrated. 290,000 compounds, 0.13% hits;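 active means spots per cell inhibited over 60%, with over 100 cells counted and total cytoplasm intensity under 500,000; inconclusive means wells with under 100 cells, flagged as likely toxic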;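 further: U2OS cells stably carrying GPR55 and arrestin-GFP stimulated by 5 µM LPI near EC80; imaged beta-arrestin-GFP aggregate spots per cell after agonist stimulation; plate controls were LPI-stimulated DMSO wells for no effect and DMSO wells without LPI for full effect; some results filed as inactive read as strong as hits; confirmed hits need IC50 under 10 µM and bright autofluorescent wells are also inconclusive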
# Rac1 GTP hydrolysis – MgcRacGAP GTPase-activating activity inhibitors, confirmation, biochemical, ADP Hunter fluorescence | MgcRacGAP-stimulated Rac1 GTP hydrolysis, ADP Hunter fluorescence; higher % means a stronger effect; GST-tagged Rac1 F28L mutant substrate | inhibition, % at 30 µM; hits with a dose series show IC50 in µM | 340,000 compounds, 0.6% hits;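 active means first-screen hits whose inhibition reached a set limit at any dose in the follow-up dose series; inconclusive means inhibition above the set first-screen limit but never retested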;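 further: fluorescence reports GDP produced by GAP-driven GTP hydrolysis; strong numbers were not always called active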
# Salmonella PhoP GFP – inhibitors of PhoP regulon expression, primary screen, Salmonella Typhimurium, GFP reporter (AID 1863) | 300,000 compounds, 0.16% hits | inhibition, % at 50 µM; hits with a dose series show IC50 in µM | S. Typhimurium PhoP-regulated promoter GFP reporter, 4 h; higher % means a stronger effect;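 active means inhibition over 29.93%, a cutoff 3 SD above the screen mean, later confirmed by dose response; inconclusive means inhibition over 29.93% but no dose response follow-up; inactive means inhibition at most 29.93% or unconfirmed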;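 further: 0% = low Mg2+ inducing control and 100% = high Mg2+ repressing control; strong numbers were not always called active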
# Myeloid diff 2 – compounds promoting myeloid differentiation | ER-HoxA9 myeloid progenitors, lysozyme-GFP differentiation, flow cytometry | calls only at 10 µM | 360,000 compounds, 1% hits | AID 624256;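 active means normalized GFP-positive differentiation at or above the plate's own cutoff, the solvent-only control mean plus 3 SD; inconclusive means no clear call, values can overlap the other calls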;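 further: cells exposed to compound for four days before flow analysis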
# NTR1 agonist cell count 20 µM – also measured in NTR1 agonist; calls as there; cell count; measured here: cell count, cytotoxicity flag
# Myeloid diff 2 GFP+ MAC1+ % – recorded beside Myeloid diff 2, whose call it bears; GFP+ MAC1+ double positive, %; measured here: differentiation confirmed by MAC1 staining
# Active calls of the source: *; i = inactive; ? = inconclusive; · = no result given.
compound,Salmonella PhoP GFP,NTR1 agonist cell count 20 µM,Rac1 GTP hydrolysis,GPR35 arrestin U2OS,GPR55 antagonists,Myeloid diff 2 GFP+ MAC1+ %,Myeloid diff 2,HIV peptide binding,LYP phosphatase,NTR1 agonist,SIAH1 antagonists
O=C(CNC(=O)c1ccccc1F)NCc1cccnc1,7.2%,53,1.2%,-5.3%,11.4%,1.6,i,-0.5%,-3.1%,-1.6,1.4%
O=C(Nc1ccc2cn[nH]c2c1)c1ccccc1F,1.8%,71,3.0%,3.5%,1.0%,0.2,i,-1.4%,5.2%,-0.4,1.4%
Cc1cc(-c2nnc(CSc3nnc(NC(=O)c4ccc(C(C)(C)C)cc4)s3)o2)ccc1[N+](=O)[O-],-3.9%,52,5.5%,-9.7%,10.7%,0.9,i,0.4%,-3.2%,1.6,8.0%
COc1ccc(Cc2noc(CN(C)CC3(N4CCOCC4)CCCCC3)n2)cc1OC,-1.3%,72,7.8%,3.4%,1.1%,1.0,i,0.9%,-6.6%,-0.3,0.1%
O=C(COC(=O)c1ccccc1Br)Nc1ccccc1F,-1.8%,59,8.3%,-3.7%,-5.1%,0.3,i,-1.2%,-4.4%,-0.3,7.4%
Nc1nonc1-n1nnc(C(=O)N/N=C/c2ccc(Cl)cc2Cl)c1CN1CCCCC1,3.9%,37,-1.8%,4.9%,-2.9%,1.1,i,-0.3%,-8.5%,1.7,-1.7%
COc1cccc(CNCc2ccccn2)c1OC,19.5%,53,8.4%,10.7%,-2.5%,8.1,i,-0.1%,-11.3%,2.4,-0.2%
C=CCOc1ccc(CNC(C)(C)C)cc1OC,-6.8%,46,12.9%,5.3%,-5.6%,0.8,i,-5.3%,-10.7%,-1.7,-1.0%
Cc1cc(C)n2c(Nc3ccc4c(c3)OCCO4)c(-c3ccc(C)o3)nc2n1,-3.5%,51,17.5%,-0.9%,14.4%,1.3,i,0.3%,0.1%,11.1,-3.5%
O=C(COc1ccc(Cl)cc1)Nc1ncc([N+](=O)[O-])s1,-1.7%,·,-0.8%,-13.3%,11.9%,0.3,i,11.6%,-6.7%,·,-0.2%
CC(C)(C)NC(=O)C1CCC(C)(C(=O)O)C1(C)C (configuration not stated),-1.8%,91,5.6%,-1.8%,-3.2%,2.2,i,1.1%,-7.9%,1.1,-6.9%
CCN1CC(CN(C)Cc2cn(-c3ccc(C)cc3)nc2-c2cccc(C)c2)CC1=O (configuration not stated),-6.4%,87,12.2%,7.1%,-5.5%,0.6,i,0.8%,-3.4%,6.9,3.1%
Cc1cc(-c2ccco2)n(CC(=O)O)n1,17.4%,59,12.9%,-1.4%,6.5%,1.2,i,-1.9%,-4.2%,-0.4,-2.0%
CC(=O)c1cccc(NC(=O)c2cccc(S(=O)(=O)N3CCOCC3)c2)c1,-2.1%,52,5.8%,-3.2%,-9.6%,0.5,i,-0.7%,-2.4%,0.6,1.0%
Nc1c(C(=O)N2CCOCC2)sc2nc(N3CCOCC3)c3c(c12)CCCC3,-18.0%,54,11.2%,-11.1%,6.2%,0.0,i,-1.0%,1.0%,-0.3,12.7%
O=C(NC1CCCc2ccccc21)C(Cc1ccccc1)NS(=O)(=O)c1cccs1 (configuration not stated),-7.5%,47,6.0%,-0.5%,-2.4%,0.5,i,1.2%,6.6%,-0.7,20.1%
CCOc1cc(C(=O)Nc2ccc(F)cc2)cc(Br)c1OC,-0.6%,91,11.8%,6.7%,-5.2%,0.2,i,2.2%,5.5%,-0.2,5.5%
Cc1oc2c(C)c(O)ccc2c(=O)c1-c1cnn(-c2ccccc2)c1,-2.9%,87,2.9%,13.4%,9.7%,1.1,i,-0.6%,1.6%,6.4,-0.5%
CCOc1ccccc1/C=N/n1c(COc2ccccc2)n[nH]c1=S,-3.9%,63,9.5%,-1.5%,11.8%,0.8,i,2.3%,3.6%,2.5,2.0%
CCCCN1Cc2c(nc3cc(-c4ccco4)[nH]n3c2=O)C1=O,-3.5%,57,9.7%,6.6%,5.6%,0.6,i,49.5%,-8.8%,-0.1,23.0%
CC1CCN(C(=O)Cc2nn(C)c(=O)c3ccccc23)CC1,7.7%,57,7.2%,-2.4%,2.8%,0.7,i,-0.8%,-8.0%,0.0,-4.0%
O=C(CN1C(=O)C2C3C=CC(C3)C2C1=O)NCCc1ccccc1Cl (configuration not stated),-3.5%,55,6.6%,8.2%,28.0%,0.8,i,4.2%,-9.3%,-2.3,-0.2%
Cc1cccc(NC(=O)CCNC(=O)c2ccc(Br)cc2)c1,2.7%,59,9.0%,10.2%,4.5%,0.9,i,1.0%,-4.6%,-0.4,7.1%
Nc1cc(=O)[nH]c(=O)n1CC1CC1,18.7%,86,9.3%,6.5%,7.5%,1.7,i,-1.1%,-2.5%,3.0,-0.1%
O=C(NNC(=S)Nc1ccc(F)cc1)C1CC1c1ccc(Cl)cc1 (configuration not stated),2.2%,50,-0.8%,8.2%,-3.4%,0.3,i,-3.5%,1.0%,-0.2,-7.9%

# Record cards, as listed above:
# CCOc1cc(C(=O)Nc2ccc(F)cc2)cc(Br)c1OC in the list: Salmonella PhoP GFP = -0.6%; NTR1 agonist cell count 20 µM = 91; Rac1 GTP hydrolysis = 11.8%; GPR35 arrestin U2OS = 6.7%; GPR55 antagonists = -5.2%; Myeloid diff 2 GFP+ MAC1+ % = 0.2; Myeloid diff 2 = i; HIV peptide binding = 2.2%; LYP phosphatase = 5.5%; NTR1 agonist = -0.2; SIAH1 antagonists = 5.5%
# Nc1c(C(=O)N2CCOCC2)sc2nc(N3CCOCC3)c3c(c12)CCCC3 in the list: Salmonella PhoP GFP = -18.0%; NTR1 agonist cell count 20 µM = 54; Rac1 GTP hydrolysis = 11.2%; GPR35 arrestin U2OS = -11.1%; GPR55 antagonists = 6.2%; Myeloid diff 2 GFP+ MAC1+ % = 0.0; Myeloid diff 2 = i; HIV peptide binding = -1.0%; LYP phosphatase = 1.0%; NTR1 agonist = -0.3; SIAH1 antagonists = 12.7%
# COc1ccc(Cc2noc(CN(C)CC3(N4CCOCC4)CCCCC3)n2)cc1OC in the list: Salmonella PhoP GFP = -1.3%; NTR1 agonist cell count 20 µM = 72; Rac1 GTP hydrolysis = 7.8%; GPR35 arrestin U2OS = 3.4%; GPR55 antagonists = 1.1%; Myeloid diff 2 GFP+ MAC1+ % = 1.0; Myeloid diff 2 = i; HIV peptide binding = 0.9%; LYP phosphatase = -6.6%; NTR1 agonist = -0.3; SIAH1 antagonists = 0.1%

# (listing goes on)
compound,Salmonella PhoP GFP,NTR1 agonist cell count 20 µM,Rac1 GTP hydrolysis,GPR35 arrestin U2OS,GPR55 antagonists,Myeloid diff 2 GFP+ MAC1+ %,Myeloid diff 2,HIV peptide binding,LYP phosphatase,NTR1 agonist,SIAH1 antagonists
CCc1ccc(C(=O)/C=C/c2cnn(C)c2C)s1,4.5%,91,12.1%,-0.4%,6.8%,0.1,i,-1.8%,-3.0%,0.1,1.7%
CCOc1ccc(NC(=O)c2cccs2)c([N+](=O)[O-])c1,-7.3%,51,9.6%,-0.3%,2.7%,0.6,i,1.6%,-15.3%,3.4,-5.7%
Cc1cc(/C=N/n2cnnc2)c(C)n1-c1ccc(OCc2ccc(Cl)cc2)cc1,-0.3%,63,-4.8%,-16.9%,4.7%,4.8,i,0.6%,2.0%,11.6,1.1%
CC(C)OCCCNC(=O)C(=O)NCCCOC(C)C,2.7%,89,4.5%,-7.8%,0.3%,0.8,i,-0.8%,1.9%,-0.2,2.4%
CCOC(=O)c1ccc(N2C(=O)C(O)=C(C(C)=O)C2c2ccc(O)c(OC)c2)cc1 (configuration not stated),-5.2%,40,9.7%,5.4%,0.9%,0.6,i,3.5%,0.0%,-1.7,3.4%
Cc1ccn(C(=O)c2ccc(NC(=O)C3CCCCC3)cc2)n1,-7.8%,71,-3.7%,-3.0%,2.4%,0.3,i,-1.2%,-2.6%,0.4,-5.7%
N=c1c2c(ncn1Cc1ccco1)Oc1c(ccc3ccccc13)C2c1ccccc1 (configuration not stated),12.2%,44,1.3%,-14.4%,65.9%*,0.8,i,3.0%,5.0%,6.6,6.1%
O=C(O)c1cc(NC(=O)c2ccc3c(c2)C(=O)N(Cc2cccnc2)C3=O)cc(C(=O)O)c1,-1.9%,72,7.9%,-2.2%,18.8%,0.8,i,1.5%,-6.5%,1.1,1.0%
N/N=c1\sc2ccccc2n1-c1ccccc1,14.7%,56,7.1%,15.3%,-3.6%,0.4,i,-1.4%,-7.1%,-0.9,3.4%
CCOC(=O)Cc1csc(SCC(=O)c2c(N)n(CC(C)C)c(=O)n(C)c2=O)n1,-4.0%,102,0.7%,0.2%,5.3%,7.2,i,-2.9%,-6.8%,-4.1,3.2%
COc1ccc(-c2nc(C#N)c(NCCc3ccccc3)o2)cc1OC,2.8%,36,4.0%,-9.0%,12.2%,0.7,i,5.0%,-8.0%,3.2,6.0%
CC(=O)n1cc(/C=N/NC(=O)c2sc(C)nc2C)c2ccccc21,34.5%,79,4.4%,8.7%,-18.6%,0.8,i,-1.3%,-10.8%,0.5,-4.9%
O=C(Nc1sc2c(c1C(=O)O)CCC2)c1ccccc1Cl,-0.6%,64,9.9%,2.5%,-7.4%,0.4,i,2.1%,-4.6%,0.7,-0.2%
COc1ccc(OC)c(Nc2cc(C)c3ccccc3n2)c1,2.7%,46,11.8%,-2.9%,-9.5%,0.0,i,-1.7%,-6.4%,4.9,2.6%
O=C(CSc1ccc(-c2ccccn2)nn1)NCc1ccccc1,1.2%,53,11.6%,8.1%,0.2%,0.3,i,4.4%,-10.0%,3.4,-11.7%
Cc1nn(CC(=O)NCc2cccnc2)c(=O)c2ccccc12,-6.4%,59,7.0%,0.6%,-1.8%,0.7,i,-2.0%,-5.9%,-0.5,2.5%
CCOC(=O)c1ccccc1NC(=O)COC(=O)c1c(CC)noc1C,-0.7%,56,10.6%,·,·,0.6,i,·,·,2.9,·
CO/N=C\CC(=O)Nc1ccc(Cl)c(Cl)c1,1.3%,38,4.8%,-0.9%,-10.6%,·,?,1.8%,-5.1%,1.1,-6.6%
CC(C)(C)OC(=O)N1CCC[C@H]1c1nnc(SCc2ccccc2Cl)o1,-7.5%,62,9.6%,-8.7%,-5.9%,0.7,i,0.6%,0.3%,-0.7,-0.1%
CC(C)(C)NC(=O)C(=O)NNC(=O)C12CC3CC(CC(C3)C1)C2,-11.2%,75,4.2%,14.6%,8.4%,1.0,i,-2.1%,-4.1%,-1.7,1.4%
